PLK1 PBD block – inhibitors of human PLK1 polo-box domain binding; actives 2.8% (n = 360,000); Plk1 PBD binding of FITC phosphopeptide, fluorescence polarization; P53350; Potency, µM, without a hit: max response, negative = inhibition, usual class: inhibitors; AID 720504; also: potency is read from the fitted curve at half-maximal effect; series mostly up to about 57 µM; % is scaled to controls: 0 for no effect and ±100 for the full control effect; nearly all actives have a fitted effect of over 65% in size
CCT modulator – cytosolic chaperonin activity modulation. purified chaperonin ATPase assay, HTRF ADP detection, 30 min. activity change, % (no concentration beside the values), hits read low. actives 0.3% (n = 360,000). AID 651819; in the data active = activity change below about -30%; also: % is scaled to controls: 0 for no effect and ±100 for the full control effect
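Enzyme 40 or 20 nM (batch-dependent) in Tris pH 7.4/KCl/MgCl2/DTT; cpd 76 uM single point; ATP 10 uM; 30 min 37 °C; Transcreener ADP HTRF detection, 30 min RT; ratio 665/615.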
EPAC1 antagonist – blocks human EPAC1 exchange factor; O95398; EPAC1 GEF assay, Rap1b-BODIPY-GDP exchange fluorescence; Potency, µM (series often up to 115 µM), without a hit: top-dose activity change, negative = inhibition, most hits filed as inhibitors; actives 0.14% (n = 360,000); AID 720709;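 also: potency is read from the fitted curve at half-maximal effect; plate controls were vehicle for no effect and positive control for full effect; nearly all actives have a fitted effect of over 50% in size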
PI5P4Ka inh – blocks human PI5P4K alpha kinase activity; P48426; PI5P4Kalpha enzyme, ADP-Glo luminescence, 60 min; hits give low values; max response, %; actives 1.2% (n = 330,000); AID 652105; active = max response of -50% or lower; inconclusive = between -30% and -50%; inactive = -30% or higher; also: value at the top dose of about 77 µM; % is scaled to controls: 0 for no effect and ±100 for the full control effect
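Compounds were pin-transferred onto PI5P4Kalpha and substrate in HEPES pH 7.4 buffer with EGTA, CHAPS and 5% DMSO. ATP (5 microM final) started the reaction, which ran 60 minutes at room temperature before ADP-Glo detection.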
EPAC2 antag – antagonists of human EPAC2; EPAC2 GEF exchange of Rap1B-BODIPY-GDP, fluorescence; actives 0.18% (n = 360,000); Q8WZA2; Potency, µM (series often up to 114 µM), inactives show at the highest dose activity, negative = inhibition, most hits filed as inhibitors; AID 720708; also: potency is read from the fitted curve at half-maximal effect; % is scaled to controls: 0 for no effect and ±100 for the full control effect; nearly all actives have a fitted effect of over 45% in size; many of its hits are not listed in these tables
Target sequence (Q8WZA2 whole entry, looked up): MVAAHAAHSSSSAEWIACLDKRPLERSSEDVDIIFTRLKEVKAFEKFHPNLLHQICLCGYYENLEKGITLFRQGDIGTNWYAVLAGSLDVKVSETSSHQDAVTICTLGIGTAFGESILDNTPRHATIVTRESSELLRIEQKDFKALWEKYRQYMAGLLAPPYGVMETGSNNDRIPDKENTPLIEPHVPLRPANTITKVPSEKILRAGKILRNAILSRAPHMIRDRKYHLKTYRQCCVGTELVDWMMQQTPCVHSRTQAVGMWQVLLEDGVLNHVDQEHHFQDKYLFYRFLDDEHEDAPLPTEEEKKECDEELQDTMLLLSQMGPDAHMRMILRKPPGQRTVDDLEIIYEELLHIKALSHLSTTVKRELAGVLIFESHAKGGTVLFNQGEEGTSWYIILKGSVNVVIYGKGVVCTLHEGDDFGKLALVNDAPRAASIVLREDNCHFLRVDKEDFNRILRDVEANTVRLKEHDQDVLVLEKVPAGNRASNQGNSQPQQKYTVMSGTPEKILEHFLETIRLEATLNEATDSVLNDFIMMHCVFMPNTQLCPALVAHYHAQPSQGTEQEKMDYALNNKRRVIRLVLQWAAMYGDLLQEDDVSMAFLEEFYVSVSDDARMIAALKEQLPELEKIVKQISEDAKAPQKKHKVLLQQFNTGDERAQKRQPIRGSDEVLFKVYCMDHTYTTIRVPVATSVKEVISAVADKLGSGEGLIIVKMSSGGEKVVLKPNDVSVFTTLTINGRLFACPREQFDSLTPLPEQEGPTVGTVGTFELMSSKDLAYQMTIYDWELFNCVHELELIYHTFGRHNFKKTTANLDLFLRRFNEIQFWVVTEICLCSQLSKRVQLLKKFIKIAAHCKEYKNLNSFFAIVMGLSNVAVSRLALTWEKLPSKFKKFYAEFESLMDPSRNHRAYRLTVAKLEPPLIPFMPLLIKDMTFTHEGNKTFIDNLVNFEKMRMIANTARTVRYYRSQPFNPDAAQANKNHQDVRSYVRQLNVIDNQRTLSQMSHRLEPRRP
EPAC1 ag – agonists of human EPAC1. O95398. EPAC1 agonist qHTS, biochemical assay; response scale: 100% = response to 6.5 mM cAMP. Potency, µM (top dose mostly 154 µM), for inactives: at the highest dose activation, usual class: activators. actives 0.073% (n = 360,000). AID 720707; also: potency is read from the fitted curve at half-maximal effect; nearly all actives have a fitted effect of over 60% in size
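Nucleotide exchange assay: 100 nM EPAC1 with 250 nM Rap1B loaded with BODIPY-GDP and 50 uM GDP, room temperature. Fluorescence (480/540 nm) read every 5 min for 30 min; signal change normalized to 6.5 mM cAMP as full agonist.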
WRN inhibitor – blocks human WRN helicase; Q14191; WRN helicase unwinding, fluorescent forked duplex, kinetic; Potency, µM (highest dose often 114 µM), for the others: at the top dose activity change, negative = inhibition, usual class: inhibitors; actives 0.46% (n = 360,000); AID 651768; also: potency is read from the fitted curve at half-maximal effect; % is scaled to controls: 0 for no effect and ±100 for the full control effect; nearly all actives have a fitted effect of over 55% in size
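Screening of the MLSMR collection measured strand separation of a quenched forked DNA duplex (100 nM) by 20 nM WRN with 2 mM ATP, all final. Compounds were preincubated with enzyme 15 min at room temperature.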
Mm-Cpn inhibitor – blocks the Methanococcus maripaludis chaperonin Mm-Cpn; AID 504842; Potency, µM (series often up to 76.9 µM), without a hit: at the highest dose activity, negative = inhibition, most hits filed as inhibitors; purified Mm-Cpn ATPase, ADP Transcreener TR-FRET; actives 0.031% (n = 330,000); also: potency is read from the fitted curve at half-maximal effect; % is scaled to controls: 0 for no effect and ±100 for the full control effect; nearly all actives have a fitted effect of over 80% in size
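Inhibition of chaperonin ATP hydrolysis is measured as reduced ADP production, detected by competitive TR-FRET in which signal falls with ADP. Final enzyme 25 nM and ATP 10 uM, reacted 30 min at 37°C.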
Active calls of the source: *; ? = inconclusive; · = no result given; [ ] = another dose, or the depositor's remark. Unless noted, calls follow the shape of the dose curve; as a rule, active = well fitted curve in the direction sought with a large enough effect; inconclusive = small, poorly fitted or top-dose-only effect, or another doubt; inactive = no such curve, though single readings can be large; an effect the other way counts as inactive or inconclusive. Only part of the results is shown; the hit share may differ from the screen's.

Start of the data: the first two entries (preview)
Compound | PI5P4Ka inh | CCT modulator | PLK1 PBD block | EPAC1 antagonist | EPAC2 antag | Mm-Cpn inhibitor | WRN inhibitor | EPAC1 ag
O=[N+]([O-])c1cccc(S(=O)(=O)Nc2ccc(S(=O)(=O)NCC3CCCO3)cc2)c1 (configuration not stated) | 0 | 0.1 | 0% | 4% | 12% | 1% | 11% | -5%
CCOC(=O)c1sc2ccccc2c1OC(=O)c1ccc(C)cc1 | 9 | -3.5 | ? | 4% | -5% | 4% | -7% | -9%

This part in full, previewed entries included:
Compound | PI5P4Ka inh | CCT modulator | PLK1 PBD block | EPAC1 antagonist | EPAC2 antag | Mm-Cpn inhibitor | WRN inhibitor | EPAC1 ag
O=[N+]([O-])c1cccc(S(=O)(=O)Nc2ccc(S(=O)(=O)NCC3CCCO3)cc2)c1 (configuration not stated) | 0 | 0.1 | 0% | 4% | 12% | 1% | 11% | -5%
CCOC(=O)c1sc2ccccc2c1OC(=O)c1ccc(C)cc1 | 9 | -3.5 | ? | 4% | -5% | 4% | -7% | -9%
Cc1cc(C(=O)N2CCN(C(=O)C3CCCO3)CC2)no1 (configuration not stated) | · | -0.8 | 1% | 5% | -3% | 0% | 2% | 11%
Cc1cc(/C=N\O)c(C)n1-c1ccncc1 | -8 | 0.4 | 1% | 15% | -16%[57.1 µM] | 3% | 0% | 9%
COc1ccc(-c2nc3ccccc3s2)cc1O | -22 | 3.0 | 24µM* | 3% | -3% | -5% | -12% | 4%
CN(CC(=O)Nc1ccc(Cl)c(Cl)c1)CC(=O)N1CCCCCC1 | 2 | -3.8 | 0% | -2% | 0% | · | 6% | 1%
O=C(CCSc1ccc(Cl)cc1)NCc1ccncc1 | 1 | -9.6 | -1% | 3% | 1% | 4% | -1% | -12%
NC(=O)c1sc2nc(N3CCCCC3)c3c(c2c1N)CCCC3 | · | -0.1 | -15% | -5% | -12% | -18% | 5% | 2%
CCCCNC(=S)N(CCN(CC)CC)Cc1cc2cc3c(cc2[nH]c1=O)OCO3 | 4 | 0.7 | -17% | -27% | 4% | -1% | -9% | 4%
CC(C)c1ccc2[nH]c(O)c(N=NC(=O)c3cccc(S(=O)(=O)Nc4ccccc4Cl)c3)c2c1 | 0 | -2.4 | -19% | -23% | -1% | 1% | -31%[57.1 µM] | 4%
Cc1cc(C)cc(C(O)c2ncc(-c3ccc(Cl)cc3)[nH]2)c1 (configuration not stated) | 16 | -0.4 | 1% | -14% | -29% | · | -3% | -7%
N#CCCn1nc(-c2ccc(Cl)cc2)cc1Nc1ccccc1NC(=O)C(F)(F)F | 0 | 0.0 | 3% | 8% | 13% | 1% | -8%[57.1 µM] | 2%
CC(C)CCNC(=O)Cc1c(C(=O)O)[nH]c2ccc(Cl)cc12 | -2 | -0.5 | -1% | 12% | 7% | 1% | -2% | -8%
CC(C)(C)NC(=O)C(c1ccccn1)N(C(=O)C1CSC(=O)C1)c1cccc(F)c1 (configuration not stated) | 2 | -0.9 | 0% | 7% | 8% | 4% | 6% | -14%
Cc1ccc2c(CC(=O)NNC(=O)c3ccccc3O)coc2c1 | ? | -1.4 | -15% | -12% | -17% | -6% | -8%[11.6 µM] | 7%
Cc1cc(=O)oc2cc(O)c(N=Nc3ccccc3)cc12 | -3 | 0.5 | -2% | -4% | 15% | 0% | -11% | -17%
Cc1cccn2c(CNCCc3ccco3)c(C(=O)N3CCOCC3)nc12 | -1 | 0.0 | -2% | -8% | 17% | -1% | -21% | 1%
Cc1nn2c(=O)cc(COC(=O)c3c(F)cccc3Cl)nc2s1 | 3 | -2.2 | 7% | 6% | -11% | -2% | -4% | 7%
Cc1ccc2nc(C3CCN(C(=O)NCc4ccccc4)CC3)[nH]c2c1 | · | -2.0 | -7% | 0% | -2% | -2% | 7% | 10%
Cc1ccc(C(=O)N/C(=C/c2ccco2)C(=O)NC2CCS(=O)(=O)C2)cc1 (configuration not stated) | 6 | -4.2 | -4% | -3% | -8% | 0% | -7% | 5%
C/C(=N\NC(=O)c1nnn(-c2nonc2N)c1CSc1ccc(Cl)cc1)c1ccco1 | -17 | 0.5 | -7% | 10% | 1% | 2% | -2% | 3%
COC(=O)[C@H](Cc1ccccc1)NC(=O)NCCc1ccc(F)cc1 | 0 | -2.8 | 5% | -2% | 12% | -2% | 4% | -3%
CCc1ccc2oc(=O)cc(CN3CCCCC3)c2c1 | -1 | -3.7 | -14% | 1% | 3% | 0% | 3% | 4%
Cc1ccc2nc3c(cc(C(=O)NCc4ccco4)c(=N)n3Cc3ccco3)c(=O)n2c1 | -1 | 0.3 | -14% | -4% | 7% | 0% | -14% | -5%
Cc1cc(C)c2c(CN3CCN(Cc4ccc5c(c4)OCO5)CC3)cc(=O)oc2c1C | -8 | -1.9 | -1% | -8% | 10% | 1% | -22% | -1%
N#Cc1cnc2c(-c3ccccc3)c(-c3ccccc3)nn2c1N | -15 | 0.4 | 19µM* | 15% | -1% | -10% | 6% | -1%
CCCCn1c(N)c(N(CCC(C)C)C(=O)C2CSC3(C)CCC(=O)N23)c(=O)[nH]c1=O (configuration not stated) | 1 | -0.5 | -9% | -15% | -19% | 1% | -27% | -3%
COc1cc(CC(=O)NCc2cccs2)cc(OC)c1OC | 3 | 2.1 | 0% | 2% | 14% | 1% | -12% | -7%
Cc1ccccc1-c1nc2ccccc2c(=O)n1/N=C/c1ccccc1[N+](=O)[O-] | 5 | -2.1 | -14% | -16% | -2% | 3% | -2% | 18%
Oc1c(Cl)cc(Cl)cc1CNc1ccc(Br)cn1 | 2 | -1.5 | -4% | -9% | -4% | 4% | -25%[57.1 µM] | 9%
Cc1ccnc(N2C(=O)c3ccccc3C2O)c1 (configuration not stated) | -58* | -0.7 | -10% | 0% | 19% | -1% | -3% | -2%
C=CCOC(=O)N1CCC2CC1c1c(-c3ccc(C(F)(F)F)cc3)cccc12 (configuration not stated) | 15 | 0.6 | 2% | 6% | -17% | · | 4% | -17%
CCOC(=O)c1c(C)[nH]c(C)c1C(=O)COC(=O)c1ccc(S(=O)(=O)N(CC)CC)cc1 | · | -11 | -4% | -12% | -11% | -1% | -11% | 3%
COCCNC(=O)/C(C#N)=C/c1c(F)cccc1Cl | 2 | 1.3 | -12% | 3% | 2% | -3% | -7% | 7%
Cc1cc(C)nc(SCc2cc(=O)c(OC(=O)c3ccc(S(=O)(=O)N(C)C)cc3)co2)n1 | -28 | -4.1 | -18% | 0% | -1% | 3% | -32% | -5%
CN(CC(=O)NCc1ccc(F)cc1)Cc1ccc(Br)cc1 | -2 | -2.3 | -3% | -2% | -16% | 2% | -3% | 1%
CCCCOC(=O)C1C2C=CC3(CN(CCc4ccccc4)C(=O)C13)O2 (configuration not stated) | -3 | 0.2 | -10% | 5% | 5% | 0% | -2% | -1%
COC(=O)c1cc(OC)c(OCc2cc(C(=O)OC)oc2C)c(OC)c1 | 4 | 1.1 | 1% | -12% | 7% | -1% | -3% | 0%
CCOc1cccc(Nc2ccc([N+](=O)[O-])cn2)c1 | 1 | -3.2 | -22% | -8% | 5% | -1% | 3% | 0%
CC(C)N(C)c1ncnc2c1ncn2[C@H]1CN(CCc2ccccc2)C[C@@H](CO)O1 | -2 | 0.2 | 2% | -2% | -2% | · | -2% | -1%
[N-]=[N+]=CC(=O)C(c1ccccc1)(c1ccccc1)c1ccccc1 | 1 | -2.1 | 2% | 8% | ? | 0% | 1% | 4%
CCCOC1CCCN(Cc2cn(C)nc2-c2ccccc2F)C1 (configuration not stated) | -5 | -0.1 | -15% | -4% | -4% | 0% | -1% | -9%
COc1ccccc1CC(NC(C)=O)C(=O)NC1CCN(C(=O)Nc2ccccc2Cl)CC1 (configuration not stated) | 1 | -2.7 | -9% | 3% | -10% | 2% | -1% | -2%
CCN(C(=O)C(C)Sc1ccc(S(=O)(=O)N2CCN(C)CC2)cn1)c1ccccc1 (configuration not stated) | 15 | 2.2 | -5% | -5% | 10% | 0% | 3% | 10%
CCCCN1C=C(C(=O)c2ccccc2)C(=O)CC1 | -1 | 0.3 | -9% | -22% | 9% | · | -10% | -7%
Cc1cc(C(F)(F)F)c2c(N)c(C(=O)NCc3ccc(Cl)cc3)sc2n1 | 26 | -1.3 | -7% | -22% | ? | · | -7% | -3%
CCN(CC)S(=O)(=O)c1ccc2c(c1)N(CC(=O)NCC1CCCO1)C(=O)CO2 (configuration not stated) | -5 | -2.0 | 0% | 21% | 0% | 0% | 2% | -9%
C[C@H]1CN([C@@H](C)CO)S(=O)(=O)c2ccc(Br)cc2O[C@@H]1CN(C)S(=O)(=O)c1ccccc1 | 3 | 0.8 | 1% | -12% | -1% | · | -2% | -8%
Cc1ccc(NC(=O)C2(c3cccs3)CCOCC2)cc1C | -6 | -1.6 | 3% | 26% | -1% | 4% | -30%[57.1 µM] | 13%
CCC(=O)c1ccc(OCC(O)CNCCc2ccc(Cl)cc2)cc1 (configuration not stated) | 2 | 1.6 | 0% | 6% | -3% | 0% | -7% | -2%

The listing continues:
Compound | PI5P4Ka inh | CCT modulator | PLK1 PBD block | EPAC1 antagonist | EPAC2 antag | Mm-Cpn inhibitor | WRN inhibitor | EPAC1 ag
COCCCNC(=S)Nc1ccc2nc(N3CCOCC3)cc(C)c2c1 | 0 | -3.1 | -10% | 4% | -4% | 1% | -3% | 2%
Cc1ccccc1Nc1cc(C)c2c(O)cccc2n1 | 3 | 2.0 | 0% | 7% | -8% | -2% | -8% | 17%
COc1cc(/C=C/CNC[C@H]2O[C@@H](n3cnc4c(=O)[nH]c(N)nc43)[C@H](O)[C@@H]2O)ccc1O | -1 | 2.2 | -5% | 5% | ? | · | -15% | -2%
COC(=O)Cn1nc(-c2ccc(C)c(S(=O)(=O)N(C)C)c2)c2ccccc2c1=O | · | -0.9 | 0% | 2% | -8% | 0% | -22% | 6%
CCOc1ccc(NC(=O)COC(=O)c2cc(=O)c3ccccc3o2)cc1 | 0 | -1.3 | 2% | -8% | 5% | 2% | 8% | 6%
CCCn1c(N)c(N(CCOC)C(=O)c2c(CC)noc2C)c(=O)[nH]c1=O | -7 | -0.6 | 1% | 7% | 0% | -1% | -8% | 2%
CC(CC(=O)N1CCN(c2cccc(Cl)c2)CC1)S(=O)(=O)c1ccc2c(c1)NC(=O)CO2 (configuration not stated) | 0 | 1.8 | -10% | 10% | -8% | -3% | -2% | 10%

Assay outcomes from PubChem.
